# D3 antag: antagonists of human D3 dopamine receptor | P35462 | D3R cells, DiscoveRx beta-arrestin luminescence, antagonist mode; stronger effect = lower value | max response, negative = inhibition, % | 360,000 compounds, 2.5% hits | AID 652054; in the data active = max response below about -50%; inconclusive = no clear call, values can overlap the other calls; note: % is set by controls: 0 for no effect and ±100 for the full control effect; mostly tested at two doses, the higher about 12 µM
# Target sequence (P35462 whole entry, looked up): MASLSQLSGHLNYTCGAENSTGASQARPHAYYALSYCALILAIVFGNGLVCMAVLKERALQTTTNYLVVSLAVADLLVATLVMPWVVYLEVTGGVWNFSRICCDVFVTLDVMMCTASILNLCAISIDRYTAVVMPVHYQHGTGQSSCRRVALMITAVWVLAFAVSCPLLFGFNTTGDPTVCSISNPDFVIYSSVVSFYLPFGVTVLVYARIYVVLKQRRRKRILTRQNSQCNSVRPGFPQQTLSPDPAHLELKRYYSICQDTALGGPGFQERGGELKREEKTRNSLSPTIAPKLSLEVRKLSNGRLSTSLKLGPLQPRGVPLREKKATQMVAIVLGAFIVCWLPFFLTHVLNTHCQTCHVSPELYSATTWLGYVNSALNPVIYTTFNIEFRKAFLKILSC
#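 Cells expressing the human receptor were seeded at 1500 cells/well, incubated overnight at 37 degrees C in 5% CO2, then exposed to library compounds with dopamine controls for 90 minutes at 37 degrees C before luminescent detection.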
# EPAC2 antag: EPAC2 (human) antagonism; EPAC2 GEF exchange of Rap1B-BODIPY-GDP, fluorescence; 360,000 compounds, 0.18% hits; Potency, µM (doses to about 114 µM), for inactives: top-dose activity, negative = inhibition, usual class: inhibitors; note: potency is the fitted concentration of half-maximal effect; % is set by controls: 0 for no effect and ±100 for the full control effect; nearly all actives have a fitted effect of over 45% in size; many of its hits are not listed in these tables
# TDP43 rescue: rescues yeast growth from TDP-43 toxicity | TDP-43 expressing yeast growth rescue, BacTiter-Glo, 24 h | Potency, µM (series often up to 46.1 µM), for inactives: at the top dose growth rescue (activation), most hits filed as activators | 410,000 compounds, 1.8% hits; note: potency is the fitted concentration of half-maximal effect; % of control where 0% means no effect; nearly all actives have a fitted effect of over 50% in size
#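 Growth rescue of TDP-43-toxic yeast measured as ATP luminescence (BacTiter-Glo). Cells grown to mid-log in raffinose, induced in galactose at OD600=0.02, exposed to compound 24 hr at 30 deg C.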
# D3 ag: D3 dopamine receptor (human) agonism | P35462 | D3R DiscoveRx beta-arrestin cells, luminescence, 90 min | max activation, % | 410,000 compounds, 0.58% hits | AID 652048; in the data active = max activation above about 30%; note: 0% is about no effect; mostly tested at two doses, the higher about 12 µM
#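 Agonist-mode cell screen: cells plated at 1500/well and incubated overnight at 37 °C, then exposed to library compounds for 90 min at 37 °C. Detection reagent was added for 30–60 min at room temperature, and luminescence was read.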
# Abeta yeast res: A-beta toxicity reversal in yeast. yeast expressing A-beta42, growth rescue, OD600, 48 h; response scale: 0% DMSO, 100% iron-clioquinol control. Potency, µM (doses to about 46.1 µM), without a hit: at the top dose growth rescue, usual class: activators. 410,000 compounds, 0.063% hits. AID 1347071; note: potency is the fitted concentration of half-maximal effect; nearly all actives have a fitted effect of over 55% in size
#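 Yeast A-beta toxicity model in growth medium with pinned compounds, 48 h at 30 C; growth read as absorbance at 600 nm. Normalized to FeCl3/clioquinol equimolar mix (positive) and DMSO (negative).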
# EPAC2 agonist: EPAC2 (human) agonism; Q8WZA2; EPAC2 activation, biochemical qHTS; response scale: 100% = 6.5 mM cAMP response; Potency, µM (highest dose often 154 µM), for the others: at the top dose activation, most hits filed as activators; 360,000 compounds, 0.079% hits; note: potency is the fitted concentration of half-maximal effect; nearly all actives have a fitted effect of over 50% in size
#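 Each well held 100 nM EPAC2, 250 nM RAP1B-BODIPY-GDP and 50 uM GDP. Fluorescence, read at 5-min intervals to 30 min, was referenced to a 6.5 mM cAMP positive control.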
# aSyn rescue: rescues yeast growth from alpha-synuclein toxicity | Yeast expressing alpha-synuclein, growth rescue, BacTiter-Glo, 24 h | Potency, µM (top dose mostly 46.1 µM), for the others: top-dose growth rescue (activation), hits mostly activators | 370,000 compounds, 0.14% hits | AID 652106; note: potency is the fitted concentration of half-maximal effect; % of control where 0% means no effect; nearly all actives have a fitted effect of over 65% in size
#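 Screening used galactose-induced yeast with toxic alpha-synuclein levels, exposed to compound for 24 hr at 30 deg C. Cell growth, read with BacTiter-Glo luminescence, gave the measured signal.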
# FUS suppressor: rescues growth of FUS-expressing yeast. S. cerevisiae FUS-expressing, growth rescue, OD600, 24 h. Potency, µM (highest dose often 76.6 µM), for the others: at the top dose growth rescue (activation), most hits filed as activators. 390,000 compounds, 0.24% hits. AID 1347120;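 note: potency is the fitted concentration of half-maximal effect; plate controls were DMSO vehicle for no effect and reference control for full effect; nearly all actives have a fitted effect of over 55% in size; some results filed as inactive show a strong effect at the top dose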
#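 Read-out: OD at 600 nm after 24hr at 30C, reporting rescue of FUS-induced yeast toxicity. Cells at OD 0.005 in galactose (2%) minimal medium; compounds tested in a dilution series; CP55940 titration from 92uM final as control.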
# Active calls of the source: *; ? = inconclusive; . = no result given; & = joins results of further samples; [ ] = remark or other dose. Unless noted, calls come from the whole dose curve; as a rule, active = well fitted curve in the direction sought with a large enough effect; inconclusive = small, poorly fitted or top-dose-only effect, or another doubt; inactive = no such curve, though single readings can be large; an effect the other way counts as inactive or inconclusive. An excerpt. The share of hits here may be higher or lower than overall.
nr	compound	D3 antag	EPAC2 antag	TDP43 rescue	D3 ag	Abeta yeast res	EPAC2 agonist	aSyn rescue	FUS suppressor
1	O=C(NCc1ccco1)c1ccc(CS(=O)Cc2ccc(Cl)cc2)o1 (stereo unspecified)	4	1%	?	1	-4%	2%	-3%	7%
2	C=CCn1cc(C(=O)N2CCN(c3ccccc3)CC2)c(=O)c2cc(S(=O)(=O)N3CCCC3)ccc21	1	-6%	11%	1	2%	4%	0%	20%
3	COc1ccc2cc1Oc1ccc(cc1)CC1c3c(cc(OC)c4c3Oc3cc5c(cc3O4)CCNC5C2)CCN1C (stereo unspecified)	-23	-13%	11%	-9	3%	2%	-1%	-5%
4	CSc1cc(N2CCOCC2)nc(-c2ccccc2Cl)n1	10	-5%	?	12	8%	16%	12%	2%
5	Cc1ccccc1NC(=O)NCC1CCN(C(=O)OC(C)(C)C)CC1	-16	1%	4%	-1	3%	1%	-3%	21%
6	Cc1nn(-c2ccccc2)c(-c2ccccc2[N+](=O)[O-])c1C(=O)O	-11	5%	-17%	-3	-16%	7%	2%	8%
7	Cc1ccc(OCC(=O)OC(C)C(=O)NC2CCCCC2C)cc1C (stereo unspecified)	-5	-16%	-3%	0	-9%	-7%	1%	.
8	O=C(c1ccco1)N(Cc1nc2ccccc2c(=O)[nH]1)C1CCCC1	15	-2%	11%	2	-8%	6%	4%	19%
9	Cc1nnc(NC(=O)CSc2nnc3ncccn23)s1	5	2%	-16%	-1	-8%	6%	-1%	13%
10	COc1ccccc1/C=N/n1c(N)c(C(=O)NC2CCCCC2)c2nc3ccccc3nc21	?	-1%	23%	3	-7%	15%	-11%	3%
11	CCOc1ccc(C/C(N)=N/n2cnnc2)cc1	5	8%	-16%	4	14%	6%	2%	-6%
12	Cc1ccc2nc(N)nnc2c1	-4	1%	8%	5	7%	11%	7%	-17%
13	Cc1ccc(C2OC(=O)c3ccccc32)cc1 (stereo unspecified)	11	-1%	35µM*	-1	14%	5%	2%	.
14	O=C(NC1CCCCC1)c1ccc(-c2cccc([N+](=O)[O-])c2)o1	8	-12%	12%	-3	2%	-4%	?	15%
15	Cc1ccc(C)c(-n2cc(CNC(C)Cn3cncn3)c(-c3ccccc3)n2)c1 (stereo unspecified)	3	-4%	-11%	0	-6%	-2%	-4%	11%
16	Cc1noc(C)c1C(=O)N(CC(C)C)c1nc2ccccc2s1	3	?	1%	5	-4%	20%	6%	-11%
17	COc1ccc(NC(=O)C(c2ccc(C)cc2)N(C)C(=O)Cc2cccs2)cc1 (stereo unspecified)	-2	-5%	13µM*	-11&0	?	-3%	12%	26%&21%
18	Cc1cc(C)c(NC(=O)CN2CCOCCOCCOCCOCC2)c(C)c1	0	3%	10%	1	1%	2%	-2%	.
19	Cc1ccc(-c2noc(-c3nnn(CC(=O)Nc4ccc(C)c(Cl)c4)c3N)n2)cc1	.	.	25%	9	-5%	.	.	15%
20	Cc1nn(Cc2ccccc2Cl)c(C)c1C(=O)Nc1nnc(C2CC2)s1	15	-18%	?	-3	10%	5%	19%	-12%
21	COC(C[C@H](O)[C@H](C)[C@H](O)COCc1ccccc1)OC	-21	15%	1%	-7	-8%	-4%	1%	-44%
22	Cc1cccc(Cc2cnc(NC(=O)C3Cc4ccc(C)cc4C(=O)O3)s2)c1 (stereo unspecified)	.	.	24%	-1	1%	.	-1%	-19%
23	Clc1cncc(Cl)c1N/N=C/c1ccncc1	-6	0%	-2%	-4	-9%	-10%	16%	7%
24	COC(=O)C1=C(C(=O)c2ccc(C)cc2)C(c2ccc(O)c(OC)c2)n2nnnc2N1 (stereo unspecified)	?	10%[57.1 µM]	9%	-1	21%	-11%	7%	-14%
25	O=S(=O)(NCC(c1cccnc1)N1CCOCC1)c1ccccc1 (stereo unspecified)	4	0%[57.1 µM]	-1%	2	-14%	13%	-1%	8%
26	CCN1C(=O)CC2(C[N+]3(C)CCC2CC3)C1=O (stereo unspecified)	2	22%	8%	6	1%	4%	0%	.
27	Oc1ccc(C=NNc2ccccn2)c(O)c1	-61*	12%	17%	1	-23%	6%	3%	.
28	COc1ccc(CCN2CC(C(=O)NCCc3ccccc3)CC2=O)cc1OC (stereo unspecified)	19	-2%	13%&21%	5&-6	5%&8%	8%	-1%	-6%&6%
29	O=C(CC1NCCc2ccccc21)Nc1ccc(Cl)cc1 (stereo unspecified)	-87*	7%	-13%	-13	-1%	0%	-1%	15%
30	COc1ccc(-c2noc(CCCC(=O)Nc3cccnc3)n2)cc1OC	9	-6%	-11%	7	-11%	10%	-1%	10%

# Reformatted with values under each structure: 9 of the compounds above
# Each structure is followed by: D3 antag, EPAC2 antag, TDP43 rescue, D3 ag, Abeta yeast res, EPAC2 agonist, aSyn rescue, FUS suppressor
16. Cc1noc(C)c1C(=O)N(CC(C)C)c1nc2ccccc2s1
 : 3, ?, 1%, 5, -4%, 20%, 6%, -11%
17. COc1ccc(NC(=O)C(c2ccc(C)cc2)N(C)C(=O)Cc2cccs2)cc1 (stereo unspecified)
 : -2, -5%, 13µM*, -11&0, ?, -3%, 12%, 26%&21%
18. Cc1cc(C)c(NC(=O)CN2CCOCCOCCOCCOCC2)c(C)c1
 : 0, 3%, 10%, 1, 1%, 2%, -2%, .
19. Cc1ccc(-c2noc(-c3nnn(CC(=O)Nc4ccc(C)c(Cl)c4)c3N)n2)cc1
 : ., ., 25%, 9, -5%, ., ., 15%
20. Cc1nn(Cc2ccccc2Cl)c(C)c1C(=O)Nc1nnc(C2CC2)s1
 : 15, -18%, ?, -3, 10%, 5%, 19%, -12%
21. COC(C[C@H](O)[C@H](C)[C@H](O)COCc1ccccc1)OC
 : -21, 15%, 1%, -7, -8%, -4%, 1%, -44%
22. Cc1cccc(Cc2cnc(NC(=O)C3Cc4ccc(C)cc4C(=O)O3)s2)c1 (stereo unspecified)
 : ., ., 24%, -1, 1%, ., -1%, -19%
23. Clc1cncc(Cl)c1N/N=C/c1ccncc1
 : -6, 0%, -2%, -4, -9%, -10%, 16%, 7%
24. COC(=O)C1=C(C(=O)c2ccc(C)cc2)C(c2ccc(O)c(OC)c2)n2nnnc2N1 (stereo unspecified)
 : ?, 10%[57.1 µM], 9%, -1, 21%, -11%, 7%, -14%

# Later entries
nr	compound	D3 antag	EPAC2 antag	TDP43 rescue	D3 ag	Abeta yeast res	EPAC2 agonist	aSyn rescue	FUS suppressor
31	COc1ccc(OC)c(NC(=O)Nc2nc(C(N)C(C)C)cs2)c1 (stereo unspecified)	-12	5%	21%	-10	4%	5%	-1%	-8%
32	O=[N+]([O-])c1ccc(-c2cc(-c3ccc(Cl)cc3)n[nH]2)cc1	-12	23%	-24%	-5	-13%	7%	-50%[inhibitor]	39%
33	Cc1cc(C)c(C(=O)COC(=O)c2cc([N+](=O)[O-])ccc2N2CCOCC2)cc1C	23	1%	-2%	-4	1%	-1%	10%	.
34	CCOC(=O)c1[nH]c2c(c1C)C(=O)CC(c1ccc(F)cc1)C2 (stereo unspecified)	-10	-19%	17%	-11	0%	4%	-1%	0%
35	CCOc1ccc(Oc2ccc(NC(=O)CSc3nncn3C)cc2)cc1	-4	-14%	0%	-15	-16%	10%	-4%	23%
36	O=C(CCNC(=O)c1ccccc1Cl)NN=Cc1ccco1	-15	-2%	12%	2	21%	0%	0%	-27%
37	O=[N+]([O-])c1ccc(-c2c(-c3ccccc3)ncc3cc(F)ccc23)cc1	8	-21%	0%	5	-37%	18%	-23%	?
38	CCCn1c(SCC(=O)c2ccc3c(c2)OCCO3)nnc1-c1ccco1	3	0%	2%	-4	-7%	-10%	0%	14%
39	Cc1cccc2cc(C#N)c(NCCNC(=O)c3ccccc3)nc12	21	2%	0%	3	-3%	-4%	2%	-28%
40	CC(C)n1c(O)c(N=NC(=O)Cc2csc(N3CCOCC3)n2)c2ccccc21	-6	5%	1%[9.22 µM]	4	-4%	1%	7%	20%
41	COC(=O)CSc1ncc(OC)c(OC)n1	20	10%[57.1 µM]	0%	9	-1%	-3%	-8%	-13%
42	O=C(OCc1c(Cl)cccc1Cl)c1cnccn1	19	5%	7%	1	-5%	-7%	-1%	15%
43	ClCCN1C2=NCCCN2c2ccccc21	8	-4%	-10%	3	-14%	6%	-15%	4%
44	COc1cccc(C(=O)Nc2ccc(-c3cc(C(F)(F)F)nn3-c3ccccc3)cc2)c1	.	.	-10%	18	-12%	.	.	?
45	CC1(C)CC(C)(O)P(=O)(c2ccccc2)O1 (stereo unspecified)	15	3%	-5%	-2	20%	8%	-3%	14%
46	Cc1c(C)n(Cc2ccccc2)c2ccc(C(=O)NCCN3CCOCC3)cc12	-2	-5%	6%	-10	7%	2%	1%	2%
47	Cc1nn(C)c2c1c(C(F)(F)F)cc(=O)n2CC(=O)N1CCN(c2ccccc2F)CC1	.	.	22µM*	7	-19%	.	.	?
48	Nn1c(Cc2ccccc2)nc2cc(Cl)ccc2c1=O	-1	8%	?	5	?	9%	-4%	-8%
49	NC(=O)c1nsnc1-c1ccccc1O	-2	13%	4%	2	-4%	18%	2%	.
50	Cc1nnc(SCC(=O)Nc2ncc(Cc3ccc(F)cc3)s2)n1N	23	13%	2%	-38	-3%	9%	-10%	10%
51	O=S(=O)(NCC(c1ccco1)N1CCOCC1)c1ccc(Br)cc1 (stereo unspecified)	.	.	-8%	-15	-15%	.	.	31%
52	Cc1ccccc1OCC(=O)NN1Cc2ccccc2C1=N	10	6%	-1%	1	11%	0%	-1%	-19%
53	O=C(O)CC(CNS(=O)(=O)c1ccccc1)c1ccccc1 (stereo unspecified)	54	2%	-13%	3	-10%	0%	0%	-16%
54	Cc1cc(N2CCN(C)CC2)nc2ccc(NC(=O)CCC(=O)NCc3ccco3)cc12	-24	17%	-7%	-5	0%	0%	2%	17%
55	CC[C@@H]1C(c2ccccc2)=NN(c2ccccc2)[C@H]1C(=O)N1CCOC1=O	15	-19%	27%	4	19%	16%	21%	?
56	CC(C)n1c(C(F)(F)F)nc2cc(C(=O)N3CCCCC3)ccc21	-6	9%	21%	-2	11%	23%	5%	-14%

# Assay outcomes deposited in PubChem by National Center for Advancing Translational Sciences (NCATS).
